PrPC TRFRET: inhibitors of human cell surface prion protein PrPC, primary screen, cell-based, TR-FRET; TR-FRET read-out; inhibition, % at 13.8 µM; hit rate 0.43% among 370,000; in the data active = inhibition above about 24%; also: 0% = median of the test wells and 100% = reference compound wells
Rv3671c inh: Rv3671c serine protease inhibitors, primary screen, biochemical, fluorescence polarization, M. tuberculosis H37Rv | P9WHR9 | inhibition, % at 5.96 µM | hit rate 0.048% among 320,000 | AID 2606, 2010; in the data active = inhibition above about 38%;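 also: extracellular domain of Rv3671c used as enzyme; 0% = enzyme with DMSO and 100% = no enzyme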
UGM FP inh: M. tuberculosis UGM enzyme inhibitors, primary screen, biochemical, fluorescence polarization, single point. UDP-galactopyranose mutase (Mycobacterium tuberculosis (strain ATCC 25618 / H37Rv)), …. purified UGM, fluorescence polarization probe displacement. inhibition, % at 10 µM. hit rate 0.06% among 320,000. AID 504406, 2011; in the data active = inhibition above about 10%, passing the limit was not always enough; inconclusive = no clear call, values can overlap the other calls
Target sequence (P9WIQ1 whole entry, looked up): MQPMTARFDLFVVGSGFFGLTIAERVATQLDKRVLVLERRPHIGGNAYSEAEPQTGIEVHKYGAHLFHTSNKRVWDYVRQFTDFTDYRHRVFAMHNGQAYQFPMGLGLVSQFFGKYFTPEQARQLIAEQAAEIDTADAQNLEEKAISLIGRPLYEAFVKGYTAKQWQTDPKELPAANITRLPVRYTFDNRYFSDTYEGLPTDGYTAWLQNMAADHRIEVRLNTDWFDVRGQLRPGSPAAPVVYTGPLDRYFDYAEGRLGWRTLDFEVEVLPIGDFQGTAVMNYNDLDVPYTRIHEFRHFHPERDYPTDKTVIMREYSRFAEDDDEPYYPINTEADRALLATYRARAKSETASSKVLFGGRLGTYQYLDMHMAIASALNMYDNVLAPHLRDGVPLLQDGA
FBA Mtb inh: Mtb FBA enzyme inhibitors, primary screen, biochemical, fluorescence, strain H37Rv. Fructose-bisphosphate aldolase (Mycobacterium tuberculosis (strain ATCC 25618 / H37Rv)), …. purified M. tuberculosis FBA, fluorescence read-out. inhibition, % at 1 µM. hit rate 2.3% among 360,000; in the data active = inhibition above about 27%;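 also: 0% = vehicle and 100% = reference inhibitor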
Target sequence (P9WQA3 whole entry, looked up): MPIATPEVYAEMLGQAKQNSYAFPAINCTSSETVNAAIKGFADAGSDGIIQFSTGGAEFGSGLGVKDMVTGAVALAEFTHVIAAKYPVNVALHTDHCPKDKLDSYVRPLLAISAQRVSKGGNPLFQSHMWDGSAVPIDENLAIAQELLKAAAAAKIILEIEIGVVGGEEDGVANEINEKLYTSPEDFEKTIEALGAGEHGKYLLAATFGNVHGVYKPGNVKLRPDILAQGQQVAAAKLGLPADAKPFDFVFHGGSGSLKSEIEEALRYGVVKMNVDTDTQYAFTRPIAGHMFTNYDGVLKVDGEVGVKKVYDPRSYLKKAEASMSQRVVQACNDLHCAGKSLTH
BoNT-F LC inh: BoNT/F light chain protease inhibitors, primary screen, biochemical, flow cytometry, MLPCN library | AID 588497, 2011 | Multiplex microsphere protease cleavage assay | hit rate 0.22% among 360,000 | inhibition, % at 10 µM | Botulinum neurotoxin type F light chain protease (Clostridium botulinum); in the data active = inhibition above about 35%, passing the limit was not always enough; inconclusive = no clear call, values can overlap the other calls; also: plate controls were buffer without enzyme for full effect and enzyme alone for no effect
MazEF act: activators of E. coli MazEF toxin-antitoxin RNase, primary screen, biochemical, fluorescence, uHTS; Endoribonuclease toxin MazF (Escherichia coli (strain K12)), P0AE70; FAM/BHQ RNA-DNA oligo cleavage fluorescence, 5 h; activation, % at 20 µM; hit rate 0.32% among 350,000; in the data active = activation above about 50%
Target sequence (P0AE70 whole entry, looked up): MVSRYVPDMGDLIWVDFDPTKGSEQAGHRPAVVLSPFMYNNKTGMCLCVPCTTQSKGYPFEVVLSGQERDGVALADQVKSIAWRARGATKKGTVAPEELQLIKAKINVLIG
BioA inh: M. tuberculosis BioA enzyme inhibitors, primary screen, biochemical, plate reader, single point, HTS. purified M. tuberculosis BioA enzyme. hit rate 0.096% among 360,000. 7,8-diaminopelargonic acid synthase BioA (Mycobacterium tuberculosis). inhibition, % at 9.99 µM; in the data active = inhibition above about 40%; inconclusive = no clear call, values can overlap the other calls
GDH-TPI counter: GDH-TPI coupling enzyme inhibitors, primary screen, artefact control for M. tuberculosis FBA inhibitor project, biochemical, absorbance, full deck; GDH-TPI coupled enzyme counterscreen, NADH absorbance; inhibition, % at 4.8 µM; hit rate 1.2% among 360,000; AID 588335, 2011; in the data active = inhibition above about 30%;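 also: 0% = DMSO wells and 100% = wells lacking the enzyme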
FadD28 binding: inhibitors of FadD28 bisubstrate probe binding, primary screen, biochemical, fluorescence polarization, single point. Mycobacterium tuberculosis FadD28 fatty-acid-AMP ligase. inhibition, % at 12.5 µM. hit rate 0.22% among 360,000; in the data active = inhibition above about 8.5%, passing the limit was not always enough; inconclusive = no clear call, values can overlap the other calls
* marks the source's active call; other numbers are inactive results; ? = inconclusive; · = not tested or not shown; + = active, no number.

The opening 2 entries (preview)
Sequence of screens – FadD28 binding, BioA inh, FBA Mtb inh, MazEF act, GDH-TPI counter, UGM FP inh, PrPC TRFRET, BoNT-F LC inh, Rv3671c inh
CCOc1ccc(S(=O)(=O)Nc2ccc(C(=O)NN)cc2)cc1
    -0.4, 0.7, 2, 7, -4, -2.9, 1, 5, -107
CCOc1ccccc1NC(=O)CN1CCC(NC(=O)Nc2ccccc2)CC1
    -0.3, 8.5, 0, 0, 6, -1.0, -4, -9, -11

The listing, from the first entry:
Sequence of screens – FadD28 binding, BioA inh, FBA Mtb inh, MazEF act, GDH-TPI counter, UGM FP inh, PrPC TRFRET, BoNT-F LC inh, Rv3671c inh
CCOc1ccc(S(=O)(=O)Nc2ccc(C(=O)NN)cc2)cc1
    -0.4, 0.7, 2, 7, -4, -2.9, 1, 5, -107
CCOc1ccccc1NC(=O)CN1CCC(NC(=O)Nc2ccccc2)CC1
    -0.3, 8.5, 0, 0, 6, -1.0, -4, -9, -11
O=C(CSCc1ccccc1)NNc1c(F)c(F)cc(F)c1F
    -1.6, -0.2, 4, -6, -3, -2.2, -8, -28, 6
Cc1ccc(CCNC(=O)Cn2cccc2)cc1
    -0.9, -1.2, 4, 0, 8, -1.5, 6, -2, -7
CC(C)N1CCC1(C)C(=O)Nc1ccc(-n2cccc2)cc1 (stereo unspecified)
    -0.8, 0.4, 1, ·, 9, ·, -7, 1, ·
C/C=C/C=C/C(=O)N1CC[C@]23c4ccccc4N[C@H]4N(C)c5cccc6c5[C@]42CCN([C@H]6C2OC2(C)C)[C@H]13 (stereo partly specified)
    -0.8, -0.6, 0, 11, -1, -1.8, 21, -11, 0
O=C(COc1ccc(Cl)cc1)Nc1nc(-c2cccs2)cs1
    -2.8, -1.0, 4, 2, -4, -1.6, 0, -6, -59
Nc1nonc1-n1nnc(C(=O)N/N=C/c2ccccc2F)c1CN1CCOCC1
    -2.6, -1.2, -1, -5, 12, -2.6, -4, -10, 2
CC(=O)Nc1ccc(S(=O)(=O)N2CCC(C(=O)NCCC(=O)NCc3ccccc3)CC2)cc1
    -1.8, -0.9, -1, 5, 3, 1.1, -5, -2, 6
O=C(CNC(=O)c1ccc(Br)cc1)NCC(=O)OCC(=O)c1ccc(F)cc1
    -3.1, -0.4, 1, -4, -3, -2.2, 6, 2, ·
CC1CCN(S(=O)(=O)c2ccc3c(c2)N(CC(=O)NCCCOC(C)C)C(=O)CO3)CC1
    -2.2, -4.2, 0, 13, 5, -1.7, 9, -1, -9
O=C1NC(CCc2ccccc2)C(=O)N1CCOc1cccc(Br)c1 (stereo unspecified)
    0.7, -2.3, 1, -2, 9, 0.0, -4, 5, 1
CC1(C)Cc2c(cnn2-c2cccc(F)c2)C(NC(=O)CN2CCCC2=O)C1 (stereo unspecified)
    0.1, 5.8, 2, 12, -6, 2.2, -2, 4, -3
CCOC(=O)C1C(=O)NC(N2CCCCC2)=NC1c1ccccc1 (stereo unspecified)
    -0.4, ·, -2, -5, -4, -1.0, -2, 1, -11
COc1cccc(NC(=S)N(C)C2CCN(C)CC2)c1
    ·, 0.1, 0, 10, 6, -4.5, 11, 2, -3
C=CCN(c1ccc(C(=O)N2CCCC2)cc1)S(C)(=O)=O
    -2.6, 0.1, 0, 8, -9, 0.0, 2, -10, 4
Cc1oc(CSCCSCc2cc(C(=O)O)c(C)o2)cc1C(=O)O
    -3.2, -1.4, 0, 5, -4, 3.5, 6, ?, 1
COc1ccc2cc(CN(Cc3ccco3)C(=S)NCC3CCCO3)c(=O)[nH]c2c1 (stereo unspecified)
    -0.6, ·, -1, -3, 19, -0.4, 0, -3, -3
Oc1ccccc1C=NCC(O)c1ccccc1 (stereo unspecified)
    -2.2, 15, 0, -1, -6, -1.5, 5, -3, 0
COC(=O)c1nn(C23CC4CC(CC(C4)C2)C3)c2c1C(=O)N(c1ccc(F)cc1)C2=O
    -3.0, -1.3, 1, 3, 5, -0.6, 0, 1, -4
Cc1cc(C)cc(C(=O)NCC(=O)N2CCN(c3cccc(Cl)c3)CC2)c1
    -4.8, -0.2, 0, 2, 8, 0.4, -2, -3, 7
COc1ccc(CC(=O)Nc2ccccc2C(=O)N2CCOCC2)cc1
    -4.3, ·, 1, -1, 4, -0.8, 8, 18, -1
COc1cccc(-c2nc(CS(=O)(=O)CC(=O)NC3CCCc4ccccc43)c(C)o2)c1 (stereo unspecified)
    -1.9, 0.9, 3, 5, 4, 1.8, 7, -5, 1
CC1CCN(C(=O)CSc2nnc3ccc(-c4cccnc4)nn23)CC1
    -1.1, -1.1, 3, 2, 4, 0.2, -24, 2, -4
CCC(=O)N1CCN(c2ccccc2NC(=O)COc2ccccc2Cl)CC1
    -2.4, 0.9, 2, -2, 12, -2.5, 2, -6, -13
Fc1cccc(F)c1CN1CCN(c2ncccn2)CC1
    -3.1, ·, 0, -4, 7, 0.9, 2, -8, 1
Cc1ccc(Nc2nc(C(=O)NCc3ccco3)cs2)cc1
    -3.5, 1.9, -1, 4, -10, 1.1, 4, -5, -10
COc1ccc2nc(NC(=O)CCc3nc(C4=CCN(C)CC4)no3)sc2c1
    -6.5, -1.2, -3, 9, 7, 3.1, ·, 9, -2
Oc1ccc(N2CCN(C(=S)NCc3ccccc3)CC2)cc1
    0.9, ·, -1, -2, -1, 1.2, 12, -3, -2
Cn1ccnc1/C(=N\NC(=O)c1ccccc1)c1cccc([N+](=O)[O-])c1
    -3.2, ·, 0, 17, 11, 1.4, -9, 3, 2
COc1cc2c(=O)n(-c3ccc(C)cc3)c(=O)n(CC(=O)c3ccc4c(c3)OCO4)c2cc1OC
    1.4, -1.8, -4, 0, 3, 1.0, 0, -2, 2
C=C1C(=O)C2=CC1CCC(=O)C1(C)CCC(OC(C)=O)C(C)(C)C1CC2O (stereo unspecified)
    -3.3, ·, -2, 12, -2, ·, 20, -7, ·
CCOC1=C2[C@H](c3ccccc3)N(S(=O)(=O)c3ccc(C)cc3)C(C(C)(C)C)[C@H]2n2c(=O)n(-c3ccccc3)c(=O)n2C1 (stereo partly specified)
    -2.5, 2.0, -1, ·, ·, ·, 12, -5, ·
Cc1ccc2oc(-c3ccc(NC(=O)c4ccncc4)cc3O)nc2c1
    0.5, ·, 3, -74, -1, 0.7, 1, -2, 4
Cc1cc(NC(c2cccnc2)c2ccc3cccnc3c2O)no1 (stereo unspecified)
    2.3, 7.9, 0, 2, 15, -0.3, 20, 2, 4
Cc1cc(S(=O)(=O)N2CCCOC2CNC(=O)C(=O)NCCCN2CCOCC2)ccc1F (stereo unspecified)
    -2.5, -1.3, 3, 4, -3, -1.1, -3, 7, 3
CN1Cc2ccccc2CC1CNCc1c(C(=O)N2CCCC2)nc2ccccn12 (stereo unspecified)
    -4.6, -0.3, -4, 0, 8, -1.4, -5, 2, -2
Cc1ccccc1-n1c(C)cc(/C=N/Nc2ccc([N+](=O)[O-])cn2)c1C
    0.1, ·, -9, 9, 1, -3.2, -5, -3, 4
COc1ccc(C2CC(c3ccccc3)=NN2C(=O)COC(=O)C2(C)CC2(Cl)Cl)cc1 (stereo unspecified)
    -0.8, ·, -4, 2, 3, 2.5, -4, -1, -9
CCn1c(Cc2ccc(OC)cc2)nnc1SCC(=O)N1CCN(c2ccccc2)CC1
    -0.4, 1.0, 2, 1, 0, 1.6, -2, -3, -6
Cc1cc2oc(=O)cc(CN3CCN(Cc4ccccc4)CC3)c2cc1C
    ·, 1.0, 1, 3, -2, ·, -3, -4, ·
COC(=O)[C@@]1(Cc2ccc(F)cc2)[C@H]2c3cc(C(=O)N(C)C)n(Cc4c(CO)[nH]cc(C)c4=O)c3C[C@H]2CN1C(=O)c1ccccc1
    ·, ·, ·, 14, ·, 3.3, -2, ·, 5
CN(CC(=O)Nc1ccccc1Br)C(=O)CNC(=O)Cc1cccc2ccccc12
    ·, -0.1, 1, 1, -3, -0.3, -4, 6, 2
Cc1cccc(OCC(=O)NCC(=O)N/N=C/c2c(C)[nH]c3ccccc23)c1
    -1.7, -0.6, -2, 9, 8, 3.3, 0, -9, 13
Cc1nnc(SCC(=O)N2CCc3ccccc32)s1
    -5.0, 0.9, -1, -3, 6, -1.2, -1, 1, -8
Cc1cc2ccccn2c1C(=O)c1ccncc1
    -2.3, 1.0, -2, 6, 6, 1.9, -23, 1, 4
COc1ccc(N2C(=O)CCC(C(=O)NCc3cccnc3)C2c2ccc(OC)c(OC)c2)cc1 (stereo unspecified)
    -2.5, 3.4, 0, -1, 11, 1.1, -7, 14, 1
O=C(CN1C(=O)/C(=C/c2ccco2)SC1=S)NC1CCS(=O)(=O)C1 (stereo unspecified)
    ?, -1.8, -4, 9, 15, 3.7, -14, -5, -21
CN1CCN(C2CN(Cc3ccc(F)cc3)S(=O)(=O)C2)CC1 (stereo unspecified)
    -1.5, -0.1, 1, ·, ·, ·, -4, -4, ·
O=C(NC1CCCCC1)C1COc2ccccc2O1 (stereo unspecified)
    -1.0, 0.4, 2, 0, 5, 0.8, 1, ·, 4
CCN(CC)c1ccc2cc(S(=O)(=O)c3ccc(C)cc3)c(=O)oc2c1
    -3.2, ·, 0, -250, 7, 30*, -3, -5, -7
CN(C)CCCN(C(=O)c1ccc(S(=O)(=O)N(C)Cc2ccccc2)cc1)c1nc2c(F)cccc2s1
    0.0, -2.7, 5, 12, 1, -0.9, -8, -2, 2
CC(OC(=O)c1cn(C)c2ccccc12)C(=O)N1CCCC1 (stereo unspecified)
    -2.1, 9.1, 1, -4, 14, 2.6, -2, 2, -5
COc1ccc(NC(=O)CN(c2ccccc2OC)S(=O)(=O)c2cccs2)cc1Cl
    -2.8, -1.5, 0, -5, 9, 1.2, -4, -1, -20
NC(Cc1ccc(C(F)(F)F)cc1)c1csc(NC(=O)Nc2ccccc2Oc2ccccc2)n1 (stereo unspecified)
    -0.4, -0.8, -5, ·, 11, ·, 10, -10, ·
COc1ccc(C2C(C#N)=C(N)N(c3sc4c(c3C#N)CCCC4)C3=C2C(=O)CC(C)(C)C3)cc1OC (stereo unspecified)
    -1.3, -2.3, -2, -5, 11, -1.9, 0, 15, -4
Cc1c(C)c2c(OCC(=O)N3CCC(C(N)=O)CC3)cc3c(c2oc1=O)CCC(C)(C)O3
    1.7, 0.1, +, 12, 27, -0.4, 2, 2, -10
COc1ccccc1CNC(=O)C(=O)NCC1OCCN1S(=O)(=O)c1ccc(Br)cc1 (stereo unspecified)
    0.9, -1.9, 0, 4, 4, -1.1, -2, -10, -4
COc1cc(/C=N/NC(=O)CNS(=O)(=O)c2ccc(C)cc2)cc(OC)c1OC
    -0.5, ·, 0, 1, -1, 0.9, 2, ?, 4
COC(=O)CCCC(=O)N1CCC(CCC(=O)NCc2ccc(F)cc2)CC1
    -0.4, -2.6, 1, -3, 6, 1.0, 8, 22, 2

Further results.
Sequence of screens – FadD28 binding, BioA inh, FBA Mtb inh, MazEF act, GDH-TPI counter, UGM FP inh, PrPC TRFRET, BoNT-F LC inh, Rv3671c inh
CCc1ccc(OCC(=O)NC(=S)Nc2ccc(C)cc2C)c(Br)c1
    1.0, -1.8, -2, -32, 5, -0.5, -3, 1, 5
Cc1ccc(-c2csc3ncn(CC(N)=O)c(=O)c23)cc1C
    -1.8, 0.0, 2, 5, 1, 0.0, 7, 4, 5
CCOC(=O)c1[nH]c(C)c(C(=O)NC(C)CC)c1C (stereo unspecified)
    -2.7, -0.5, -2, 2, 0, 0.7, 9, -4, 3
COc1ccc(CCN2CN(S(=O)(=O)c3ccc(OC)cc3)c3nc4ccccc4nc32)cc1
    -1.0, ·, 6, 3, 20, 0.4, 2, 5, -8
CC(=O)Nc1ccc(NC(=O)[C@@H](NC(=O)N2C[C@H]3C[C@@H](C2)c2cccc(=O)n2C3)C(C)C)cc1
    -2.1, 0.0, -2, -2, -1, -1.9, 6, 1, -5
